Compound activity deposited in PubChem BioAssay by Sanford-Burnham Center for Chemical Genomics.
Mdm2 MdmX PPI = inhibitors of human Mdm2-MdmX association, primary screen, cell-based, luminescence, split luciferase, SaOS-2, uHTS; 3% of 330,000 active; inhibition, % at 8 µM; Protein Mdm4 (Homo sapiens) + E3 ubiquitin-protein ligase Mdm2 (Homo sapiens), …; SaOS-2 split-luciferase Mdm2/MdmX complementation;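 active means inhibition of at least 50% at 8 µM in the primary screen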
APJ ag = agonists of human apelin receptor APJ, primary screen, CHO-K1 cells, PathHunter beta-arrestin, luminescence; P35414; 0% DMSO wells, 100% apelin; activation, % at 20 µM; 0.11% of 330,000 active; AID 2520, 2010;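 active means activation more than six SD over the plate average, tested at 20 µM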;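 further: 0% = DMSO alone and 100% = apelin-13 at 10 nM; some results filed as inactive read as strong as hits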
Target sequence (P35414 whole entry, looked up): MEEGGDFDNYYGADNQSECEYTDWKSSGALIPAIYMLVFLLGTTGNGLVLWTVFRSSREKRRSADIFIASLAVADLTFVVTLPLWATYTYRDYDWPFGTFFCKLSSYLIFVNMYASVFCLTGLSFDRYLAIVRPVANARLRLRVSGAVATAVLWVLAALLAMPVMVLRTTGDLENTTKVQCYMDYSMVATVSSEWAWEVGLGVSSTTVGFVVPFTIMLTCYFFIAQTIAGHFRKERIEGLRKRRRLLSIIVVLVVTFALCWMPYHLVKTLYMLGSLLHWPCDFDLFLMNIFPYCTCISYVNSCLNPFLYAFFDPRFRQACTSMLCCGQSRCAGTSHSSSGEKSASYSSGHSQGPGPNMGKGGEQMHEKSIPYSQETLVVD
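Test system: CHO-K1 APJ beta-arrestin complementation cell line. Amount: cell density 1000 per well. Controls: DMSO negative, 10 nM Apelin-13 positive. Signal: luminescent beta-gal fragment complementation, chemiluminescent substrate. Read-out basis: agonist-driven arrestin binding to APJ. Timing: compound stimulation 90 min at 25 °C, detection 60 min.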
UPR CHOP act = activators of apoptotic CHOP UPR arm, primary screen, cell-based, CHO-CHOP luciferase reporter, luminescence, uHTS | 0.34% of 330,000 active | activation, % at 10 µM | UPR activation; percent of tunicamycin response over DMSO baseline;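 active means at 10 µM dose, activation of 40% or more, normalized to positive control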;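 further: 100% = tunicamycin at 10 µg/mL and 0% = DMSO alone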
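measured by = luciferase luminescence | assay system = CHO-CHOP cells, stable luciferase reporter of PERK-eIF2a-CHOP signalling | amount = 500 reporter cells seeded per well | timing = 6 h compound exposure at 37 °C after overnight seeding | controls = positive tunicamycin 10 µg/mL, negative DMSO alone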
TIM10 inh = growth inhibitors of isogenic TIM10 control yeast, primary screen, counter-screen for tim10-1 yeast inhibitor project, luminescence, uHTS; S. cerevisiae TIM10 strain growth, BacTiter-Glo luminescence, 24 h; inhibition, % at 10 µM; 1.4% of 330,000 active; AID 463195, 2010;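 active means inhibition of 40% or more at the single tested concentration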;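 further: wild-type TIM10 isogenic control strain grown at permissive 25 °C; 0% = DMSO yeast wells and 100% = minimal medium wells without yeast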
tim10-1 inh = growth inhibitors of tim10-1 mutant yeast, primary screen, luminescence, uHTS; 2.2% of 330,000 active; S. cerevisiae tim10-1 ts strain growth, BacTiter-Glo, 24 h; inhibition, % at 20 µM;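 active means inhibition of at least 40%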;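 further: mutant grown at 25 °C; 0% = DMSO wells with yeast and 100% = wells holding no yeast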
tim23-1 inh = growth inhibitors of tim23-1 mutant yeast, primary screen, luminescence, uHTS. S. cerevisiae tim23-1 growth, BacTiter-Glo luminescence, 24 h. inhibition, % at 20 µM. 1.3% of 330,000 active;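 active means growth inhibition of the mutant yeast at or above 50%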;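 further: temperature-sensitive mutant grown at 25 °C; plate controls were DMSO-treated mutant yeast for no effect and medium wells lacking yeast for full effect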
UPR XBP1 act = activators of adaptive XBP1 UPR arm, primary screen, cell-based, CHO-XBP1 luciferase reporter, luminescence, uHTS. IRE1-XBP1 UPR activation; percent of tunicamycin response, DMSO as zero. activation, % at 20 µM. 0.33% of 330,000 active. AID 463104, 2010;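 active means versus positive control, 20 µM dose yields 30% or more activation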;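 further: 100% = tunicamycin at 10 µg/mL and 0% = DMSO only wells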
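Material: CHO-XBP1 cells stably carrying IRE1-XBP1-driven luciferase reporter | Medium: F12 with 10% serum | Compound dosing: 20 µM single concentration, DMSO 1% | Incubation: Overnight seeding at 37 °C, 6 h compound treatment at 37 °C | Detection: Steady-Glo luminescence read | Read-out basis: % activation of reporter signal versus tunicamycin and DMSO controls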
APJ antag = antagonists of human apelin receptor APJ, primary screen, CHO-K1 cells, beta-arrestin complementation, luminescence | P35414 | inhibition, % at 20 µM | 0.32% of 330,000 active;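 active means inhibition above about 40% at 20 µM, limit read from the data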;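 further: cells challenged with 10 nM apelin-13 agonist together with compound; plate controls were apelin-13 plus DMSO wells for no effect and DMSO wells lacking apelin-13 for full effect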
CXCR6 inh = CXCR6 receptor inhibitors, primary screen, cell-based, beta-arrestin, luminescence, CHO-K1 PathHunter, 1536-well; C-X-C chemokine receptor type 6 (Homo sapiens), O00574; inhibition, % at 20 µM; 0.36% of 360,000 active; AID 602244, 2012; in the data active means inhibition above about 34%, passing the limit was not always enough;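 further: antagonist mode with CXCL16 agonist at 10 nM final; 0% = 10 nM CXCL16 with DMSO and 100% = unstimulated wells without agonist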
Target sequence (O00574 whole entry, looked up): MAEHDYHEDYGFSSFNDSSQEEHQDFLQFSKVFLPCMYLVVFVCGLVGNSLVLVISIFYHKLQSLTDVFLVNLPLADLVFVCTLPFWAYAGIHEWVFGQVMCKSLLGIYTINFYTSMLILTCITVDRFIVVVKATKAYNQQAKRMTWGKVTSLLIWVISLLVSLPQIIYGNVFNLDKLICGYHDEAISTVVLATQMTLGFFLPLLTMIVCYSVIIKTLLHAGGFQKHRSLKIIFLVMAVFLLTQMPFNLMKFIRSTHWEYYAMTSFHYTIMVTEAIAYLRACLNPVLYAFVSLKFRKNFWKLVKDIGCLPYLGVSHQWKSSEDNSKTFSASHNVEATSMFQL
Starred values were filed as active, the others as inactive; x = not tested or not shown; & = joins results of further samples. Some of the compounds tested. The share of hits here may be higher or lower than overall.

SMILES | Mdm2 MdmX PPI | APJ ag | UPR CHOP act | TIM10 inh | tim10-1 inh | tim23-1 inh | UPR XBP1 act | APJ antag | CXCR6 inh
CCN1CCN(c2ccc(S(=O)(=O)N(CC)CC)cc2[N+](=O)[O-])CC1 | 11 | -4 | 0.9 | -5 | 0 | 10 | 0 | 9 | 2
Clc1ccc(C(CCN2CCCC2)Cc2ccccc2)cc1 (configuration not stated) | 20 | -2 | -0.4 | -5 | -1 | -9 | -2 | 16 | 4
O=C(NC(=S)NN1CCCCC1c1cccnc1)c1ccc(Cl)cc1Cl (configuration not stated) | 5 | 0 | 3.9 | 19 | 16 | 42 | -2 | -17 | -4
NC(=O)Cn1cc(/C=N\NS(=O)(=O)c2ccc(F)cc2)c2ccccc21 | 19 | -6 | -1.0 | 10 | -4 | 2 | -4 | 19 | 8
CCC(C)c1ccccc1NC(=O)CN1CCN(C/C=C/c2ccccc2)CC1 (configuration not stated) | 13 | -1 | -2.1 | 20 | 19 | -18 | -1 | -3 | 0
CCCC/C=C1\CCc2c([nH]c3ccccc23)C1=O | -11 | -1 | 6.9 | 5 | 9 | 13 | 3 | 7 | 0
CCOc1cc(/C=N/NC(=O)c2ccc(N(C)S(=O)(=O)c3ccccc3)cc2)ccc1OC | 30 | 1 | -1.5 | -6 | 4 | 7 | 3 | -28 | 3
O=C(O)c1ccccc1NC(=O)c1ccccc1-c1ccccc1C(=O)O | 18 | -4 | 0.7 | 0 | -18 | -5 | -5 | -21 | 2
CC(NC(=O)c1ccco1)C(=O)N1CCCCC1 (configuration not stated) | 5 | -1 | 0.0 | 8 | -7 | -3 | -1 | 13 | 6
CNC(=O)C(=O)Nc1c(C)cc(C)cc1C | 14 | 0 | -0.6 | -17 | 6 | 6 | -2 | -24 | -2
CC(OC(=O)c1n[nH]c2ccccc12)C(=O)NC1CCCCC1C (configuration not stated) | 20 | -5 | -1.0 | 1 | 6 | 20 | 3 | -3 | 3
CCCN(CCC)CCCNC(=O)C1c2cc(OC)c(OC)cc2C(=O)N(C)C1c1cccs1 (configuration not stated) | 6 | -2 | 1.2 | 5 | 16 | 17 | -2 | 7 | 2
COc1ccc(C(CNC(=O)COc2ccccc2-c2ccccc2)N2CCOCC2)cc1 (configuration not stated) | -2 | -2 | -2.2 | 24 | -13 | 41 | -1 | 15 | -4
COc1ccc(-c2cc3c(=O)n(CC(=O)NCCCN4CCN(Cc5ccccc5)CC4)ncn3n2)cc1 | -22 | 6 | 1.2 | 12 | 6 | 6 | -7 | 5 | -2
Cc1noc(C)c1COC(=O)c1ccccc1Sc1ccccc1C#N | 23 | 5 | -0.8 | 1 | 8 | 26 | -2 | 7 | -2
O=C(Nc1ccccc1F)C1COc2ccccc2O1 (configuration not stated) | 4 | -2 | 3.3 | 4 | 11 | 18 | 2 | -5 | 1
CCCCOC(=O)C1=C(N)N2C(=O)C(C)SC2=C(C(=O)OCC)C1c1ccc(O)c(OC)c1 (configuration not stated) | -1 | 1 | -0.8 | 21 | 17 | 40 | 1 | -23 | 4
CC(=O)NCCOc1nc(N(C)C)nc(N(C)C)n1 | -4 | -1 | 0.5 | -8 | 12 | -6 | 4 | -2 | -4
Cc1ccccc1NC(=O)NCC1CCCO1 (configuration not stated) | 24 | -4 | 0.3 | -6 | -5 | -3 | 4 | 6 | -6
COC(=O)[C@@H](Cc1ccccc1)NC(=O)[C@H]1CCC(=O)N1C(=O)OCc1ccccc1 | 32 | -2 | 1.6 | 5 | 5 | -5 | 2 | 11 | 0
COC(=O)c1cccnc1-n1c(=O)c2cccnc2n(CC(=O)Nc2ccc(Br)cc2)c1=O | 5 | 0 | 0.9 | -23 | -5 | -1 | -1 | -15 | 0
CC(Oc1ccccc1[N+](=O)[O-])C(=O)N/N=C/c1ccoc1 (configuration not stated) | 23 | 0 | 0.8 | 0 | -4 | -5 | 0 | 13 | -7
O=C(CN1CCCCC1)Nc1ccccc1C(=O)NC1CC1 | -3 | -1 | -0.3 | -2 | -19 | -8 | -2 | -38 | -9
COc1ccc(NC(C)=O)cc1NS(=O)(=O)c1ccc2c(c1)OCCO2 | 16 | -3 | -1.0 | 4 | -2 | -7 | 0 | -8 | 1
COCCn1c(-c2ccc(C)cc2)nc2oc3cc(OC)ccc3c(=O)c2c1=O | 22 | -4 | -0.5 | -3 | -7 | 6 | 1 | -6 | 2
Clc1ccc(-c2csc(N/N=C\c3cccnc3)n2)cc1 | -17 | 3 | 2.2 | 18 | 2 | 12 | 7 | -36 | -10
Cc1cc(C2C(C#N)=C(N)SC(N)=C2C#N)c(C)s1 | 31 | -4 | 0.8 | -10 | 7 | 2 | 0 | 11 | -6
COc1nc(Nc2ccccc2F)nc(OC)n1 | 1 | 0 | 5.5 | -1 | 9 | 15 | -1 | 3 | -7
O=C(NCCCN1CCCC1=O)c1cccc(Oc2ccccc2)c1 | 5 | -1 | -1.2 | -8 | 29 | 9 | 0 | -2 | 1
OC(CNCC1CCCO1)Cn1c2ccccc2c2ccccc21 (configuration not stated) | 32 | 3 | 0.8 | 7 | -16 | 3 | 1 | -1 | -3
O=[N+]([O-])c1cccc(N(CC(O)CN2CCCCC2)S(=O)(=O)c2ccccc2)c1 (configuration not stated) | 7 | -5 | 0.9 | -17 | -10 | -96 | -2 | 12 | -6
CCOC(=O)c1ccc(N=c2sc(C(=O)OC)cc(=O)n2CCCN2CCOCC2)cc1 | 12 | -4 | 2.4 | 11 | 28 | 17 | -2 | 14 | 10&11
O=C(CC1(O)C(=O)N(CCc2ccccc2)c2ccccc21)c1ccccn1 (configuration not stated) | -3 | 1 | -0.6 | 0 | 5 | 37 | 0 | -2 | 1
CCCCOc1ccc(C(=O)OCC(=O)Nc2cc(C)on2)cc1 | 8 | -2 | -0.4 | 5 | 10 | -5 | -1 | 5 | 5
CC1(C)CC(=O)C=C(Nc2ccc(S(N)(=O)=O)cc2)C1 | 1 | -3 | -0.7 | -9 | 0 | 4 | -1 | 9 | 13
CCOC(=O)N1CCN(S(=O)(=O)c2ccc(C(=O)Nc3ccc4c(c3)C(=O)NC4=O)cc2)CC1 | -4 | 7 | 2.4 | -15 | -5 | -8 | 4 | -1 | 5
CN(C)/C=C/C(=O)c1ccc(Cl)cc1Cl | 21 | -1 | -0.7 | -5 | -11 | 2 | -2 | 3 | 3
Cc1n[nH]c(=S)n1/N=C/c1ccc(OCc2ccc(Cl)cc2)cc1 | -144 | -4 | 2.2 | 19 | 31 | 22 | 2 | 1 | -1
COc1cccc(NC(=O)c2cc3cccc(OC)c3o/c2=N\O)c1 | -6 | 6 | 7.7 | 11 | 16 | 58* | 1 | -2 | x
CC1CCCN(C(=O)CN2CCC(c3nc4ccc(Cl)cc4[nH]3)CC2)C1 (configuration not stated) | 20 | -4 | -1.6 | -15 | -4 | 0 | -1 | -12 | 4
CCCCn1c(N)c(N(CC)C(=O)c2cccc(F)c2)c(=O)[nH]c1=O | 18 | -2 | 0.0 | -11 | 21 | 23 | -5 | -22 | 5
Cc1ccc2nc(Cl)c(C3CC(c4ccco4)=NN3S(C)(=O)=O)cc2c1 (configuration not stated) | 7 | -1 | 0.5 | 26 | 7 | 35 | -1 | -2 | 6
CSc1ncccc1C(=O)NCc1nnc2ccccn12 | 6 | 1 | -0.8 | -3 | -4 | -2 | 2 | 4 | -3
C=CCN=C(NC#N)SCc1ccccc1Cl | -4 | -1 | -1.1 | 3 | 7 | 14 | -3 | 20 | 3
Cc1noc(C)c1COc1ccc(CC(=O)NCc2ccccc2)cc1 | 42 | -3 | 2.5 | -7 | -3 | 13 | -2 | -5 | -6

An excerpt from above in order of count of non-hydrogen atoms, falling:
SMILES | Mdm2 MdmX PPI | APJ ag | UPR CHOP act | TIM10 inh | tim10-1 inh | tim23-1 inh | UPR XBP1 act | APJ antag | CXCR6 inh
CC(OC(=O)c1n[nH]c2ccccc12)C(=O)NC1CCCCC1C (configuration not stated) | 20 | -5 | -1.0 | 1 | 6 | 20 | 3 | -3 | 3
O=C(Nc1ccccc1F)C1COc2ccccc2O1 (configuration not stated) | 4 | -2 | 3.3 | 4 | 11 | 18 | 2 | -5 | 1
CCCC/C=C1\CCc2c([nH]c3ccccc23)C1=O | -11 | -1 | 6.9 | 5 | 9 | 13 | 3 | 7 | 0

Next results
SMILES | Mdm2 MdmX PPI | APJ ag | UPR CHOP act | TIM10 inh | tim10-1 inh | tim23-1 inh | UPR XBP1 act | APJ antag | CXCR6 inh
Cc1cc(N(CN2CCCC2=O)C(=O)c2ccccc2)no1 | -11 | -4 | -0.3 | 4 | 15 | 13 | 2 | 3 | 4
Cc1cccc(N=C2NC(=O)CS2)c1 | 1 | -2 | -3.3 | 11 | -1 | 15 | 1 | 2 | 4
O=C1COc2ccc(C(=O)COC(=O)/C=C/c3cccc(F)c3)cc2N1 | 49 | -3 | -1.1 | -4 | -6 | -11 | -1 | 9 | -2
Cc1cc(C)c(S(=O)(=O)NCCC2CCCN2C)c(C)c1 (configuration not stated) | -5 | -3 | -2.5 | 0 | 5 | 22 | 2 | 9 | -2
Cc1cc(C)n(C2=NS(=O)(=O)c3ccccc32)n1 | -19 | -1 | -0.2 | 4 | 10 | 19 | 1 | 14 | -6
Cn1nc(OC(=O)Nc2cccc(Cl)c2)cc1C(F)(F)F | 31 | 3 | 4.6 | -2 | -14 | 2 | -2 | 0 | -9
Cc1cccc(NC(=O)NCCCCc2ccccc2)c1 | 4 | -1 | 1.6 | 11 | 24 | 25 | -3 | 10 | -4
CCOC(=O)Cc1csc(NC(=O)c2c(-c3c(Cl)cccc3Cl)noc2C)n1 | 8 | 4 | 1.2 | 0 | 16 | 13 | 0 | -16 | 0
CCCc1cc(=O)[nH]c(SCC(=O)N2CCN(S(=O)(=O)c3ccc(C)cc3C)CC2)n1 | -10 | -1 | 0.7 | 0 | 17 | 16 | -3 | 2 | 5
O=C(NCCCCO)C(F)(F)C(F)(F)C(F)(F)C(=O)NCCCCO | -23 | 5 | 2.7 | -1 | 9 | 15 | 0 | 9 | 6
CC(=O)c1ccccc1NC(=O)COC(=O)c1ccc2c(c1)nc(C)n2-c1ccccc1 | -25 | 1 | 1.7 | 21 | 30 | -4 | 2 | -2 | x
Cc1ccc(F)c(NC(=O)c2c(-c3ccccc3)noc2C)c1 | -21 | -2 | 0.2 | 12 | 47* | 38 | -6 | 34 | 7
